# Assay outcomes: PubChem BioAssay, several laboratories
# phage Ecoli inh – growth loss of phage-infected E. coli, primary screen, RecBCD inhibitor project, absorbance, with phage, HTS; inhibition, % at 11.9 µM; 360,000 tested, 0.26% active; AID 651602, 2012; in the data active means inhibition above about 11%
# HTR5A inv ctr – HTR5A inverse agonists in luminescence cell assay, primary screen, counter-screen for OPRM1-OPRD1 heterodimer inverse agonist project, full-deck HTS; 5-hydroxytryptamine receptor 5A (Homo sapiens), P47898; HTR5A cell line, inverse agonism; inhibition, % at 9.3 µM; 340,000 tested, 0.083% active; in the data active means inhibition mostly above about 23%, no sharp cut-off; inactive means mostly below about 18%;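 further: 0% = cells with DMSO and 100% = no-cell wells with DMSO; some compounds called inactive have numbers as strong as hits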
# Target sequence (P47898 whole entry, looked up): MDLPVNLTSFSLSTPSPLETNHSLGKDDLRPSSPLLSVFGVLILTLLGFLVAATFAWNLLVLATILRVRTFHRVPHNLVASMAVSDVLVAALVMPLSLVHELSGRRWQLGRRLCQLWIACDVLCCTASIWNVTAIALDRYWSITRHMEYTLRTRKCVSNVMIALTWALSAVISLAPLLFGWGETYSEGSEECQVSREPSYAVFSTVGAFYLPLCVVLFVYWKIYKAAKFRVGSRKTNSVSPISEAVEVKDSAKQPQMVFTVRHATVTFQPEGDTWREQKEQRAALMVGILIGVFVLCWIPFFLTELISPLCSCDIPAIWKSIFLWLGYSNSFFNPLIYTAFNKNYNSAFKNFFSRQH
# OPRM1-OPRD1 ag – agonists of OPRM1-OPRD1 heterodimerization, primary screen, cell-based, luminescence. activation, % at 9.3 µM. cells. AID 504326, 2011. 340,000 tested, 0.3% active. Mu-type opioid receptor (Homo sapiens) + Delta-type opioid receptor (Homo sapiens), …; in the data active means activation above about 18%;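 further: 0% = vehicle-treated cells and 100% = reference agonist; values of inactives mirror those of a sister screen read the other way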
# Ecoli viability – E. coli V3065 growth inhibition, primary screen, counter-screen for AddAB inhibitor project, absorbance, OD600; inhibition, % at 11.9 µM; 18 h; 330,000 tested, 0.27% active; AID 449728, 2010;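 active means inhibition above the campaign's mean inhibition across all tested compounds plus 3 SD, cut at about 9.9% in these data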;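 further: uninfected addAB+ strain grown without phage in ampicillin broth; 0% = DMSO wells and 100% = ciprofloxacin 0.95 µg/ml wells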
# Mot1-301 SUMO – yeast Mot1-301 growth rescue at high temperature, primary screen, SUMOylation pathway inhibitor project, S. cerevisiae, ATP luminescence, 38.5C; S. cerevisiae Mot1-301 growth rescue; percent above DMSO median, 100 means doubled; growth rescue, % at 18.8 µM; 320,000 tested, 1% active;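 active means every valid replicate shows activation above 250% relative to neutral control wells; inactive means the rest, any valid replicate at or below 250%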;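 further: OY570 slx delta 5 strain wells were the positive control but not used for scaling; some compounds called inactive have numbers as strong as hits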
# AddAB inh – growth inhibition of E. coli expressing H. pylori AddAB, primary screen, AddAB inhibitor project, absorbance; 330,000 tested, 0.29% active; inhibition, % at 11.9 µM; AID 435030, 2010; in the data active means inhibition above about 12%;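 further: 0% = vehicle wells of infected cells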
# OPRM1-OPRD1 inv – inverse agonists of MOR-DOR heterodimerization, primary screen, cell-based, luminescence; inhibition, % at 9.3 µM; Mu-type opioid receptor (Homo sapiens) + Delta-type opioid receptor (Homo sapiens), …; 340,000 tested, 0.21% active; AID 504357, 2011; cell-based MOR-DOR heterodimer luminescence, inverse agonism; in the data active means inhibition above about 22%, passing the limit was not always enough;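 further: 0% = cells with DMSO and 100% = wells without cells with DMSO; values of inactives mirror those of a sister screen read the other way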
# PKA-R1A act – activators of PKA-R1A holoenzyme, primary screen, biochemical, fluorescence polarization, Cy5-IP20, bovine R1A, mouse PKAc. activation, % at 11.4 µM. PKA-R1A dissociation; scaled: DMSO 0%, 113 µM cGMP 100%. 340,000 tested, 0.083% active. cAMP-dependent protein kinase type I-alpha regulatory subunit (Bos taurus) + …. AID 504707, 2011;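 active means percent activation above the mean of all tested compounds plus 3 SD, cut at about 19% in these data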;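 further: higher means more PKAc released from R1A so a rise in polarization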
# PfHsp90 set2 – growth inhibition of PfHsp90-expressing yeast, primary screen, antimalarial PfHsp90 inhibitor project, S. cerevisiae, BacTiter-Glo luminescence, single point, set 2 | BacTiter-Glo ATP, 48 h; yeast lacking PDR1 and PDR3 efflux regulators | inhibition, % at 9.4 µM | 310,000 tested, 0.32% active;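 active means every replicate shows inhibition above about 80%, whatever the replicate mean, limit read from the data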;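 further: 0% = DMSO neutral controls and 100% = 20 µM radicicol positive controls; yeast relying on Plasmodium falciparum Hsp90 in place of its own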
# HTR5A ag – HTR5A agonists in luminescence cell assay, primary screen, counter-screen for OPRM1-OPRD1 heterodimer agonist project, full-deck HTS. 5-hydroxytryptamine receptor 5A (Homo sapiens), P47898. activation, % at 9.3 µM. 340,000 tested, 0.61% active. cell-based; in the data active means activation mostly above about 9.5%, no sharp cut-off; inactive means mostly below about 7.6%;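 further: 0% = cells with vehicle only and 100% = reference agonist; strong numbers were not always called active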
# Pemphigus Ab inh – inhibitors of pemphigus antibody binding to DSG3, primary screen, biochemical, bead-based, flow cytometry, scFv-GFP; 310,000 tested, 0.48% active; binding (percent of control), % at 10 µM; DSG3-coupled beads, scFv-anti-DSG3-GFP binding; hits give low values; Desmoglein-3 (Homo sapiens), P32926; AID 588358, 2011;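 active means binding more than 3 SD below its plate's average and above zero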;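 further: hits lower antibody fragment binding to DSG3; some compounds called inactive have numbers as strong as hits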
# * hit, by the source's call; i = inactive; x = no result given; + = active, no number. No enrichment for hits; overall some 3.2% were active at least once.
# Second line of a record – phage Ecoli inh	HTR5A inv ctr	OPRM1-OPRD1 ag	Ecoli viability	Mot1-301 SUMO	AddAB inh	OPRM1-OPRD1 inv	PKA-R1A act	PfHsp90 set2	HTR5A ag	Pemphigus Ab inh
O=C1C(Cl)=C(NC(=O)c2ccccc2)C(=O)C(Cl)=C1NC(=O)c1ccccc1
 : 0.4	7	3.6	-5.0	2	-1.8	-17	-11	-8	-2	103
CCN(CC)C(=O)C1=C(C)Nc2ncnn2C1c1cccnc1 (configuration not stated)
 : 6.0	-17	0.2	-0.3	2	1.8	-1	0	-19	7	87
COc1cc(NS(=O)(=O)c2ccc(N/C=C(\C=O)c3nc4ccccc4o3)cc2)nc(OC)n1
 : 2.3	-9	0.1	7.1	-28	5.7	0	-12	x	0	107
COCCOC(=O)c1cc(C(=O)c2cc(F)ccc2O)coc1=N
 : -5.7	-8	-3.5	2.3	161	-2.7	19	6	6	4	x
COc1ccc2c(c1)C(C)CC(C)(C)N2C(=O)NC1CCCCC1 (configuration not stated)
 : 3.6	-19	0.5	-0.7	i	2.1	-3	-11	2	7	101
Cc1ccc(S(=O)(=O)N2CC=C(C(=O)NCCC(C)C)CC2)cc1
 : -0.1	4	-2.8	2.7	81	0.8	15	-4	-8	-1	81
COc1ccc2cc(C(=O)NCCO)sc(=O)c2c1OC
 : 1.9	1	-0.5	-0.2	-12	1.3	2	-11	x	1	103
O=c1[nH]cnc2cc(Cl)ccc12
 : -1.9	7	-1.9	-0.9	+	0.3	10	-1	-3	-2	106
COc1ccccc1OCCOC(=O)Nc1ccccc1
 : 0.6	4	-1.7	1.0	13	6.8	9	-9	-1	-1	96
COc1ccc(N(CC(=O)NCc2ccc(F)cc2)C(=O)c2snc(C(N)=O)c2N)cc1OC
 : -1.5	-6	-2.0	0.3	-4	2.8	13	1	-102	-6	98
O=C(O)CN1C(=O)/C(=C\c2cccc(OCc3ccccc3)c2)SC1=S
 : -2.0	3	-1.2	-1.1	4	-0.9	6	-3	-27	-1	95
C=CCOc1ccc(C2C(C#N)=C(N)N(Nc3ccccc3)C3=C2C(=O)CC(C)(C)C3)cc1OC (configuration not stated)
 : 3.0	0	0.1	-1.9	-27	-1.6	-1	-8	-8	0	96
CCCn1c(C)nnc1SCC(=O)NC1CCCCC1
 : -0.2	-16	-1.1	0.9	-11	3.9	5	-6	29	6	110
Cc1cc(/C=C2/C(=N)N3C(=NC2=O)SN=C3S(C)(=O)=O)c(C)n1-c1ccccc1F
 : 2.9	17	1.1	-2.0	-5	1.0	-6	2	2	0	88
NS(=O)(=O)c1ccc(NCc2cc(Cl)ccc2OCc2ccc(F)cc2)cc1
 : 1.5	-24	4.6	0.3	7	1.0	-24	-9	-20	3	103
O=[N+]([O-])c1ccc(SCCO)nc1SCCO
 : 0.6	-7	0.1	-0.4	-5	-0.4	0	-9	-11	-3	106
Cc1cnc(NC(=O)C(C)N2C(=O)C3CC=CCC3C2=O)s1 (configuration not stated)
 : 0.5	0	-2.9	-0.7	16	-0.3	15	-3	2	0	99
COc1ccc(CCn2c(=S)[nH]c3ccc(N4CCOCC4)cc3c2=O)cc1OC
 : 1.7	-2	1.0	-2.3	-11	4.0	-5	1	-9	1	102
CCNc1nc(CSc2ccccc2)nc2sc(C)c(C)c12
 : 2.3	27	0.7	2.3	-24	-1.0	-4	-4	-14	-2	113
Cn1cc(C(=O)c2ccc(Cl)cc2)cc1-c1nc2ccccc2n1C
 : 3.4	-9	0.7	2.0	-3	2.7	-4	-3	x	4	103
N#Cc1ccccc1NC(=O)COC(=O)/C=C/c1ccc(S(=O)(=O)N2CCOCC2)cc1
 : 2.6	-9	-2.5	3.3	-4	1.0	10	9	25	3	x
CN(C(=O)COC(=O)c1nn(C)c(=O)c2ccccc12)c1c(N)n(Cc2ccccc2)c(=O)[nH]c1=O
 : 2.9	14	-3.9	2.7	-11	-0.3	21	-2	x	-6	103
CCN(CC(=O)Nc1ccc2c(c1)OCCO2)CC(=O)Nc1ccc(C)c(S(=O)(=O)N(C)C)c1
 : 0.8	17	-3.3	0.9	-14	1.2	13	-4	4	2	99
Cc1ccc(C)c(N2CCN(C(=O)CCS(=O)(=O)c3ccc4c(c3)NC(=O)C(C)S4)CC2)c1 (configuration not stated)
 : 1.0	19	0.7	0.1	69	5.4	-4	1	0	4	x
Cc1nnc(SCc2cc(=O)[nH]c(/N=C(\N)Nc3ccccc3Sc3ccccc3)n2)s1
 : 2.8	-2	-2.4	0.9	x	0.8	12	2	-2	3	100
Cn1c(=O)c2c(nc(Cl)n2Cc2ccc(Cl)c(Cl)c2)n(C)c1=O
 : -1.1	2	-0.5	0.6	33	1.9	3	-6	x	-1	x
COc1cccc2[nH]c3c(Cl)ncnc3c12
 : 1.5	0	-0.3	1.5	3	1.2	2	-1	7	1	101
O=C(CCC(=O)c1ccc(Br)cc1)Nc1cccc(C(F)(F)F)c1
 : 3.6	-1	1.2	2.1	279	0.2	-7	-2	-3	0	106
CC1CCN(S(=O)(=O)c2ccc(NC(=O)C3CCN(C(=O)c4ccco4)CC3)cc2)CC1
 : 0.9	-31	0.6	0.8	-15	3.6	-5	-5	13	11	96
COc1ccc(C(OC(=O)c2ccco2)C(=O)NCc2ccc(C)cc2)cc1 (configuration not stated)
 : 2.0	6	-2.7	0.5	13	2.4	14	-11	0	3	103
O=C(Nn1cnnc1)c1cc(-c2cccc(Br)c2)nc2ccccc12
 : 0.1	-3	-1.2	0.8	1	-0.5	6	-8	23	1	99
Cc1ccc(N2C(=O)CC(N3CCN(c4ccccn4)CC3)C2=O)cc1 (configuration not stated)
 : 4.7	13	-0.9	0.9	-11	4.4	5	-13	12	-5	95
CC(C)N(Cc1ccccc1)C(=O)CN1C(=O)NC(Cc2ccccc2)(c2ccccc2)C1=O (configuration not stated)
 : 0.9	19	2.6	-0.8	7	1.9	-13	3	14	-8	99
N#Cc1nc(Nc2cc(F)cc(F)c2)c2ncn(CC(F)F)c2n1
 : 3.9	-12	4.6	0.7	-12	3.2	-27	3	16	4	103
CNC(=O)COc1coc(CN2CCN(C(=O)c3ccco3)CC2)cc1=O
 : -1.5	10	-2.9	0.4	3	0.0	16	-4	25	-4	113
COC(=O)c1ccc(C23CC4(C2)[C@H](CN(Cc2ccc(-c5ccccc5)cc2)[C@@H]4c2ccccc2)C3c2ccccc2)cc1 (some centres not stated)
 : 4.4	-18	1.0	-2.7	-15	4.1	-6	-8	2	4	93
CCCCN(C(=O)C1CCC1)c1c(N)n(CCC)c(=O)[nH]c1=O
 : 1.2	11	-1.7	-0.9	24	0.5	11	-8	21	-3	93
COC(=O)[C@]1(Cc2ccccc2)N[C@H](CN(C)C(=O)c2ccc(C)cc2)[C@@H]2C(=O)N(C)C(=O)[C@@H]21
 : 1.2	9	-2.2	-3.2	x	2.7	11	1	-19	-2	97
CN1C(=O)C(O)(C2COC(C)(C)CC2=O)c2cc(Br)ccc21 (configuration not stated)
 : -0.9	7	-19	-3.5	12	3.4	81*	-5	11	-7	109
Nc1ccccc1Sc1ccccc1[N+](=O)[O-]
 : 3.1	0	0.2	0.2	5	3.1	-1	1	0	4	103
COc1ccc(S(=O)(=O)N(CCCN2CCOCC2)Cc2cccc(OC)c2OC)cc1
 : 1.9	22	-0.6	0.9	-6	0.2	3	2	2	-9	115
COc1ccc2oc(C(=O)N3CCN(c4ncccn4)CC3)c(C)c2c1
 : 1.7	6	0.3	0.3	120	-1.4	-1	-2	-40	-1	112
Cc1ccc(NC(=O)CSc2ccc3nnc(CCNC(=O)c4ccccc4)n3n2)c(C)c1
 : 1.6	2	-3.0	-0.3	443	2.8	16	-9	25	1	127
Cn1c(-c2ccc3c(c2)OCO3)cnc1NCc1ccccc1
 : 0.7	2	-5.4	1.2	-1	-0.3	26	-3	18	-1	98
O=C(NC(C(=O)c1ccccc1)N1CCCCC1)c1ccccc1 (configuration not stated)
 : 2.8	-37	1.4	-0.6	-15	5.2	-8	-20	x	7	x
Clc1ccccc1-c1nc2ccccc2c2nc3ccccc3n12
 : 0.5	2	4.6	-1.6	-19	1.4	-28	-1	14	-1	90
Cc1ccc(NC(=O)CCN2CCN(C/C=C/c3ccccc3)CC2)cc1
 : 2.7	8	0.1	-2.4	229	1.9	0	-16	8	-3	104
CCCOc1ccc(C(=O)NCC(c2ccco2)N(C)C)cc1 (configuration not stated)
 : 4.7	12	0.1	-0.8	-8	4.2	-1	-1	-27	6	95
CC(C)C(C)NC(=O)COc1ccc(-c2ccccc2)cc1 (configuration not stated)
 : 2.5	6	4.6	-0.3	17	0.8	-24	1	-7	-1	102
CC(=O)NCCC(=O)N1CCc2c([nH]c3ccccc23)C1c1cccc(Cl)c1 (configuration not stated)
 : 5.4	15	-1.9	-2.6	-4	0.2	9	1	-3	4	103
Cc1cc(C)nc(NC2=NCC(=O)N2c2ccc(F)c(Cl)c2)n1
 : 1.3	13	-1.6	3.2	19	0.8	9	-2	-1	-5	104
c1ccc(C2CSc3ccccc3N2)cc1 (configuration not stated)
 : 1.3	-12	-1.2	-0.5	9	-2.8	5	-11	2	3	90
O=C1CCCCC1Sc1nnc(Cc2cccs2)n1CCc1ccccc1 (configuration not stated)
 : -0.9	-14	-2.6	-0.4	-2	0.3	15	-4	-4	2	101
O=C(/C=C/c1c(Cl)cccc1Cl)N1CCN(c2ncccn2)CC1
 : 2.0	-4	-1.2	-1.4	763	1.9	6	-8	-39	-3	111
Fc1ccc2nc(Nc3nc4cc5c(cc4s3)OCO5)sc2c1
 : -1.6	6	3.7	-2.9	-6	0.8	-18	5	-4	6	75
CCOC(=O)C1=CC[C@H]2c3c(c4ccccc4n3C)C(=O)C1N2C(=O)OC(C)(C)C
 : 1.6	-15	-2.7	2.1	27	2.0	15	-7	2	6	103
O=C(c1ccc(S(=O)(=O)N2CCCCCC2)cc1)N1CCCC(C(F)(F)F)C1 (configuration not stated)
 : 1.5	2	-4.2	-2.2	-15	0.2	22	-13	x	-1	101
Cc1cnc(-c2nnc(N(C)C(=O)C3CCOC3)s2)cn1 (configuration not stated)
 : 2.7	3	-0.2	-1.5	x	0.0	1	1	13	-2	100
CCc1ccccc1NC(=S)N(CCCN(C)C)Cc1cc2cc3c(cc2[nH]c1=O)OCO3
 : 3.5	5	-1.0	-1.4	-16	1.3	5	7	-19	0	108
